Bioassay records from PubChem.
Furin inhibitor = human furin inhibition | purified furin, fluorogenic substrate cleavage | inhibition, % at 30 µM | 220,000 compounds, 0.061% hits; in the data active = inhibition above about 25%; also: inactives centre near -15
Target sequence (P09958 108-714 limits assumed): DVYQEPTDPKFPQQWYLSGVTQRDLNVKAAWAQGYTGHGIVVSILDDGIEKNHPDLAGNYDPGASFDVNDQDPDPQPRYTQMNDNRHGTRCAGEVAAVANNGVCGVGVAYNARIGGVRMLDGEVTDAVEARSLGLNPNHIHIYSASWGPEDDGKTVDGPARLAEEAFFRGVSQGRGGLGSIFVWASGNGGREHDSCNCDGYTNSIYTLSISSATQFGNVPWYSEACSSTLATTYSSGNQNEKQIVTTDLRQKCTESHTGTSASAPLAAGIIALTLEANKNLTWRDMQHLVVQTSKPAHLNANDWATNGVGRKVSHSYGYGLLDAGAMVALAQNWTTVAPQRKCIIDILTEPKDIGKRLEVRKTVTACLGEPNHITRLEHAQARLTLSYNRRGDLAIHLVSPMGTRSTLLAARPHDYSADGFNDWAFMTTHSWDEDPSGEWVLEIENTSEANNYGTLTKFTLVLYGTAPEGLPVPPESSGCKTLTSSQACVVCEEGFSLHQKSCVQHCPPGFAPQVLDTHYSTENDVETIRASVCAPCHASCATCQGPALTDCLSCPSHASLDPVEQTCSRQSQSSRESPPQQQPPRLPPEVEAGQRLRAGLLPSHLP
BaF3 tox = counter-screen for JAK2V617F inhibitors: parental Ba/F3 viability inhibitors. CellTiter-Glo ATP luminescence. inhibition, % at 5.6 µM. 220,000 compounds, 1.1% hits. AID 1486;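 active = inhibition above a per-campaign cutoff, the mean inhibition of all tested compounds plus 3 SD, cut at about 27% in these data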;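 also: 0% = DMSO wells and 100% = JAK Inhibitor I control wells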
TbHK1 inh = T. brucei hexokinase 1 inhibition; recombinant TbHK1, G6PDH-coupled NADH A340; inhibition, % at 10 µM; 220,000 compounds, 0.11% hits; AID 1430;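 active = inhibition of 50% or more in the single-dose primary screen; inactive = inhibition below 50%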
PGE2 EP2 inh = EP2 receptor (human) inhibition | C6 glioma cells expressing human EP2, cAMP TR-FRET; cells stimulated with saturating PGE2 | 260,000 compounds, 0.52% hits | P43116 | inhibition, % at 25 µM;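 active = percent inhibition above 40 after rounding to a whole number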;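 also: rat C6 glioma host cells with rolipram phosphodiesterase inhibitor present; the protocol text gives 20 µM as final concentration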
Target sequence (P43116 whole entry, looked up): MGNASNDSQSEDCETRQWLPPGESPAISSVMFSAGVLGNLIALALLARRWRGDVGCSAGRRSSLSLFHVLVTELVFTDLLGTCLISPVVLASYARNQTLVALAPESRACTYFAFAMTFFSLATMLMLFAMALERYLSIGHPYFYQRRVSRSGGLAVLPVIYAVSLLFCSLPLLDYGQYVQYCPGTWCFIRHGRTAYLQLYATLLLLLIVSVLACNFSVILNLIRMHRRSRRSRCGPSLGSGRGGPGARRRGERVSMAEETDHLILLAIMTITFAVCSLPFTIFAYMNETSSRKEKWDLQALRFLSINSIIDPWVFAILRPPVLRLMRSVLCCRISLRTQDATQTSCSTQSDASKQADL
PPC-1+TRAIL kill = compounds killing PPC-1 cancer cells with TRAIL present (potentiator screen, no TRAIL-free arm). 220,000 compounds, 0.41% hits. cell killing (% activity), % at 4 µM. PPC-1 cells + TRAIL, ATPLite viability luminescence;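 active = cell killing above 50% in the first pass at 4 µM, then a duplicate retest at 5 µM averaging 50% or more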;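 also: plate controls were cells with TRAIL plus DMSO for no effect and medium-only wells lacking cells for full effect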
NCF1 inh = p47phox (human) inhibition; inhibition, % at 24.7 µM; p47phox/p22phox peptide binding, fluorescence polarization, 2 h; P14598; 220,000 compounds, 0.53% hits;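 active = inhibition above about 30%, limit read from the data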;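 also: 0% = p47phox with labelled peptide and 100% = labelled peptide alone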
RBBP9 inh = human RBBP9 hydrolase inhibition. O75884. recombinant RBBP9, FP-Rh probe fluorescence polarization. inhibition, % at 7.94 µM. 220,000 compounds, 0.2% hits;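 active = inhibition above the campaign mean of all tested compounds plus 3 SD, cut at about 14% in these data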;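 also: plate controls were DMSO wells with RBBP9 for no effect and wells lacking RBBP9 protein for full effect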
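Test system – recombinant human RBBP9 · Input – RBBP9 2.5 µM in dispensing solution, pre-mixing · Medium – Tris buffer pH 8.0, NaCl, Pluronic · Schedule – preincubation 30 min plus labeling 45 min at 25 °C · Measured by – fluorescence polarization · Measure – % inhibition · Controls – DMSO and no-protein wells · Replicates – one well per compound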
Ba/F3 V617F tox = lowers viability of Ba/F3 cells expressing EpoR and JAK2V617F; AID 1446; 220,000 compounds, 1.1% hits; inhibition, % at 5.6 µM; ATP luminescence;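 active = inhibition above the campaign mean plus 3 SD over all tested compounds, cut at about 24% in these data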;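 also: cytokine-independent growth of Ba/F3 cells driven by EpoR plus mutant JAK2; 0% = DMSO-treated cells and 100% = JAK inhibitor I control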
p97 inhibitor = human p97 ATPase inhibition. P55072. recombinant p97 ATPase, Kinase-Glo ATP luminescence, 3 h. inhibition, % at 8 µM. 220,000 compounds, 0.42% hits; in the data active = inhibition above about 15%;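 also: 0% = DMSO vehicle and 100% = wells lacking enzyme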
* marks the source's active call; other numbers are inactive results; nt = not tested or not shown; & = joins results of further samples; [ ] = dose if it differs, or a comment. Only part of the results is shown, so the mix of outcomes need not match the whole.

SMILES	Furin inhibitor	BaF3 tox	TbHK1 inh	PGE2 EP2 inh	PPC-1+TRAIL kill	NCF1 inh	RBBP9 inh	Ba/F3 V617F tox	p97 inhibitor
CCC(=O)Nc1ccc(C(=O)NNC(=O)COc2cccc(C)c2)cc1	-9	0	-2	3	8	-9	-7	1	0
CCOc1cc(/C=N/NC(=O)c2cccs2)cc([N+](=O)[O-])c1O	-23	-1	-19	8	9	-4	3	-4	7
Cc1cc(C)n(CC(=O)N/N=C/c2cc(Br)cc([N+](=O)[O-])c2O)n1	-7	2	-8	7	8	-2	-3	-6	5
CN(Cc1ccccc1)c1nc2c(c(=O)[nH]c(=O)n2C)n1CCSc1ncccn1	-18[20 µM]	4	8	nt	nt	nt	-7	1	2
O=C(Cc1sc(-c2ccccc2)nc1-c1ccccc1)Nc1ccccc1	-2[20 µM]	8	-3	11	7	-3	-9	5	-4
C/C(CC(=O)Nc1cccc2c1CCCC2)=N\NC(=O)COc1ccccc1	-25	0	6	7	15	-5	-13	-6	7
CCOC(OCC)P(=O)(c1ccccc1)c1ccccc1	-18	4	1	9	1	-10	-5	0	2
COC(=O)c1cc(C#N)c(N2CCN(C)CC2)nc1C	-27	12	-5	10	-1	3	-2	3	-1
CCCCN(C)C1CCN(C(=S)Nc2ccc(OCC)cc2)CC1	-9	7	3	12	1	-6	-3	5	-3
O=C(O)/C=C/C(=O)Nc1ccc(Cc2ccc(NC(=O)/C=C/C(=O)O)cc2)cc1	-23	-3	-10	5	23	-11	1	-1	5
Cc1cc(C(F)F)n2nc(C(=O)Nc3sc4c(c3C#N)CCC(C)C4)nc2n1 (stereo unspecified)	-4[20 µM]	2	-2	12	15	-15	-1	-2	4
CCn1c(=O)c(C(=O)NCc2ccc(OC)cc2)c(O)c2ccccc21	-21[20 µM]	-1	-9	-1	13	-6	-9	0	-4
N/C(=N\OC(=O)c1cccc2ccccc12)c1ccccn1	-19	2	0	9	31	-4	-5	0	-1
Nc1cc(N)nc(SCC(=O)N2CCCCC2)n1	-26	2	5	7	-23	7	-12	0	4
COc1cc2ccnc(Cc3cccc(OC)c3OC)c2cc1OC	-6	7	5	6&3	7	12	-6	2	2
NC(=NC1CCCCC1)c1ccc([N+](=O)[O-])cc1	-20[20 µM]	6	-1	32	3	-9	-4	0	-2
O=C1N/C(=N/N=C/c2ccccc2O)SC1Cc1ccc(F)cc1 (stereo unspecified)	-22	3	-11	10	14	2	-4	-2	0
CC1=NN(C(C#N)c2ccccc2)C(c2ccccc2)C1 (stereo unspecified)	-9	-5	-10	7	18	-16	-10	-5	1
O=[N+]([O-])c1cc(-c2nnc(-c3ccccc3)o2)ccc1Oc1ccc(Cl)cc1	-17	0	1	2	33	-1	-7	-3	-1
COc1ccc(CCN(Cc2ccc(C(C)C)cc2)S(=O)(=O)c2ccc(S(=O)(=O)N(C)C)cc2)cc1OC	-11	2	17	16	8	2	-11	2	0
CCCCCCN1CC(O)=C(c2nc3ccccc3[nH]2)C1=N	-20	2	-2	16	13	-5	-5	4	-2
Cc1cc(=O)[nH]c(SCC(=O)NCC2CCCO2)n1 (stereo unspecified)	-16	0	-6	10	0	-9	-7	-3	2
CC(NC(=O)CSc1ccccc1C(=O)O)C1CC2CCC1C2 (stereo unspecified)	-20	3	0	2	30	-3	-9	3	1
CCOc1ccc(C2C(C#N)=C(N)Oc3nc[nH]c(=O)c32)cc1OC (stereo unspecified)	-17	2	-4	15&10	18	-50	-5	-1	5
Cc1cc(C)n2nc(SCC(=O)Nc3c(C)n(C)n(-c4ccccc4)c3=O)nc2n1	-25[20 µM]	1	-8	9	6	-19	-12	-1	-1
CC(C)(C)c1ccc2c(c1)OCC(C(=O)O)O2 (stereo unspecified)	-18[20 µM]	2	4	1&8	-9	-4	1	-2	3
Fc1ccc(N2CCN(c3ncnc4c3nnn4Cc3ccccc3Cl)CC2)cc1	-20[20 µM]	-2	5	8	nt	-14	-4	-2	1
CC1(C)Oc2ccc3ccc(=O)oc3c2/C(=C/NCCN/C=C2\C(=O)C(C)(C)Oc3ccc4ccc(=O)oc4c32)C1=O	-5[20 µM]	2	-34	nt	18	-12	-3	2	-1
COc1ccc2[nH]cc(CCNC(=S)NC3CCCC3)c2c1	-30	-3	-2	12	1	-3	2	-3	4
COc1ccc(S(=O)(=O)Nc2c(C)ccc3nsnc23)cc1OC	-16	10	-3	8	1	-6	-9	3	0
O=C(CSc1nc2ccccc2[nH]1)NCc1ccc2c(c1)OCO2	-23	7	0	14	1	-3	-5	-1	2
O=C(NCCCN1CCOCC1)C(=O)N/N=C/c1c(Cl)cccc1Cl	-6	9	10	8	6	-1	-2	5	-4
COc1ccc(C(=O)N2CCC(=O)N(C(CO)Cc3ccccc3)CC2)cc1 (stereo unspecified)	-13	5	-3	8	-15	-1	1	1	7
CN1C(=O)c2ccc(NC(=O)CCS(=O)(=O)c3ccccc3)cc2C1=O	-14	4	6	9	-14	5	-4	4	-4
CN1CCN(Cc2c(O)ccc3c(=O)c(Oc4ccccc4Cl)c(C(F)(F)F)oc23)CC1	-21	13	-12	8	3	-10	-2	2	-1
COc1ccc(OC2C(=O)N(c3ccc(C)c(C)c3)C2c2ccc(OC)c(OC)c2)cc1 (stereo unspecified)	-16	5	-2	3	-12	-7	-8	-3	4
NC(=O)c1c(NC(=O)C2COc3ccccc3O2)sc2c1CCN(Cc1ccccc1)C2 (stereo unspecified)	-31	8	-8	26	24	-14	-8	-2	6
Cc1cc(C(=O)N2CCc3c([nH]c4ccccc34)C2c2c(F)cccc2Cl)no1 (stereo unspecified)	-23	5	1	4	14	-11	-1	4	8
c1ccc(-c2nc3nc4ccccc4nc3n2CC2CCCO2)cc1 (stereo unspecified)	-23	3	-61	12	13	-5	-1	2	3
CC1(C)C(=O)Nc2ccccc2N1C(=O)COC(=O)C12CC3CC(CC(O)(C3)C1)C2	-11	2	-3	9	8	-6	0	2	-2
Cc1nc2sccn2c(=O)c1Cl	-10[20 µM]	0	-9	15	0	2	-9	2	-4
CCOC(=O)c1ccccc1NC(=O)CSc1nnnn1C	-11[20 µM]	3	-1	18	38	-14	-2	-5	6
COC(=O)c1ccccc1NC(=O)c1cnc2sccn2c1=O	-25[20 µM]	1	-44	19	-2	6	-9	-3	2
CCOc1ccc(S(=O)(=O)N/N=C(\C)C2CCCCC2)cc1	-2	0	37	5	25	-5	-6	-1	-1
COCCC(=O)NNS(=O)(=O)c1ccc(Cl)cc1	-8	-2	6	10	3	-8	-6	-4	2
CCc1ccc(NC(=O)Cn2c(=O)oc3cc(S(=O)(=O)N4CCOCC4)ccc32)cc1	-35	5	-5	7	4	-10	-3	-2	2
CCS(=O)(=O)c1ccc2c(c1)N(S(=O)(=O)c1ccccc1)CC(C(=O)O)O2 (stereo unspecified)	-10	5	-1	11	37	5	5	-2	5
CN(C(=O)c1c(Br)cnn1C)C12CC3CC(CC(C3)C1)C2	-17	1	-7	3	12	-8	1	-2	-4

Just Furin inhibitor, p97 inhibitor and PGE2 EP2 inh, for two of the compounds above:
mol	Furin inhibitor	p97 inhibitor	PGE2 EP2 inh
COc1ccc2[nH]cc(CCNC(=S)NC3CCCC3)c2c1	-30	4	12
Cc1cc(=O)[nH]c(SCC(=O)NCC2CCCO2)n1 (stereo unspecified)	-16	2	10

15 of the compounds above, with two lines to a compound.
Order of results – Furin inhibitor | BaF3 tox | TbHK1 inh | PGE2 EP2 inh | PPC-1+TRAIL kill | NCF1 inh | RBBP9 inh | Ba/F3 V617F tox | p97 inhibitor
> CN1C(=O)c2ccc(NC(=O)CCS(=O)(=O)c3ccccc3)cc2C1=O
    -14 | 4 | 6 | 9 | -14 | 5 | -4 | 4 | -4
> CN1CCN(Cc2c(O)ccc3c(=O)c(Oc4ccccc4Cl)c(C(F)(F)F)oc23)CC1
    -21 | 13 | -12 | 8 | 3 | -10 | -2 | 2 | -1
> COc1ccc(OC2C(=O)N(c3ccc(C)c(C)c3)C2c2ccc(OC)c(OC)c2)cc1 (stereo unspecified)
    -16 | 5 | -2 | 3 | -12 | -7 | -8 | -3 | 4
> NC(=O)c1c(NC(=O)C2COc3ccccc3O2)sc2c1CCN(Cc1ccccc1)C2 (stereo unspecified)
    -31 | 8 | -8 | 26 | 24 | -14 | -8 | -2 | 6
> Cc1cc(C(=O)N2CCc3c([nH]c4ccccc34)C2c2c(F)cccc2Cl)no1 (stereo unspecified)
    -23 | 5 | 1 | 4 | 14 | -11 | -1 | 4 | 8
> c1ccc(-c2nc3nc4ccccc4nc3n2CC2CCCO2)cc1 (stereo unspecified)
    -23 | 3 | -61 | 12 | 13 | -5 | -1 | 2 | 3
> CC1(C)C(=O)Nc2ccccc2N1C(=O)COC(=O)C12CC3CC(CC(O)(C3)C1)C2
    -11 | 2 | -3 | 9 | 8 | -6 | 0 | 2 | -2
> Cc1nc2sccn2c(=O)c1Cl
    -10[20 µM] | 0 | -9 | 15 | 0 | 2 | -9 | 2 | -4
> CCOC(=O)c1ccccc1NC(=O)CSc1nnnn1C
    -11[20 µM] | 3 | -1 | 18 | 38 | -14 | -2 | -5 | 6
> COC(=O)c1ccccc1NC(=O)c1cnc2sccn2c1=O
    -25[20 µM] | 1 | -44 | 19 | -2 | 6 | -9 | -3 | 2
> CCOc1ccc(S(=O)(=O)N/N=C(\C)C2CCCCC2)cc1
    -2 | 0 | 37 | 5 | 25 | -5 | -6 | -1 | -1
> COCCC(=O)NNS(=O)(=O)c1ccc(Cl)cc1
    -8 | -2 | 6 | 10 | 3 | -8 | -6 | -4 | 2
> CCc1ccc(NC(=O)Cn2c(=O)oc3cc(S(=O)(=O)N4CCOCC4)ccc32)cc1
    -35 | 5 | -5 | 7 | 4 | -10 | -3 | -2 | 2
> CCS(=O)(=O)c1ccc2c(c1)N(S(=O)(=O)c1ccccc1)CC(C(=O)O)O2 (stereo unspecified)
    -10 | 5 | -1 | 11 | 37 | 5 | 5 | -2 | 5
> CN(C(=O)c1c(Br)cnn1C)C12CC3CC(CC(C3)C1)C2
    -17 | 1 | -7 | 3 | 12 | -8 | 1 | -2 | -4

Continuation.
SMILES	Furin inhibitor	BaF3 tox	TbHK1 inh	PGE2 EP2 inh	PPC-1+TRAIL kill	NCF1 inh	RBBP9 inh	Ba/F3 V617F tox	p97 inhibitor
Cc1nc(C)c(-c2ccccc2)c(=O)[nH]1	-25	-1	-1	9	-6	-19	-9	-3	1
Cc1c(CN(C)C(=O)/C=C/c2ccc([N+](=O)[O-])cc2)cnn1C	-13	3	-20	17	7	-7	-3	-1	-1
CN(C)CCCN1C(=O)c2oc3ccccc3c(=O)c2C1c1cccs1 (stereo unspecified)	-16[20 µM]	4	-9	6	16	-16	-6	-2	6
Cc1ccccc1OCC(O)Cn1nnc2ccccc21 (stereo unspecified)	-17[20 µM]	0	14	5	-17	-2	-4	-3	2
COC(=O)[C@]12C(=O)C(C)=C(O)[C@@]1(C)C(C)=CC1[C@@]34CC[C@@H](OC(C)=O)C(C)(C)C3C(C[C@]12C)OC4=O (stereo partly specified)	-10	nt	-6	17	9	-2	nt	nt	nt
COc1ccc(NC(=O)N2CCN(C(=O)Nc3ccc(OC)cc3)CC2)cc1	-25	2	-3	6	-16	-12	-2	-2	6
Cc1ccccc1C(OCCN(C)C)C1CCCCC1 (stereo unspecified)	-10	5	16	9	29	4	2	-2	-2
O=C(CCS(=O)(=O)c1cccc2nonc12)NCCc1ccccc1Cl	-10	9	4	9	-10	-19	-8	4	0
O=C(NCCSc1ccccc1)c1ccccc1Cl	2	4	-3	8	15	-14	-6	1	-5
